# Polio RdRp inh: poliovirus RNA polymerase inhibition; poliovirus polymerase elongation, fluorescence polarization; active compounds read low; % elongation, % (compound at 16.7 µg/mL); 150,000 tested, 0.66% active; in the data active means % elongation below about 90%; further: some results filed as inactive read as strong as hits
# Target sequence (P03300 1749-2209 limits assumed): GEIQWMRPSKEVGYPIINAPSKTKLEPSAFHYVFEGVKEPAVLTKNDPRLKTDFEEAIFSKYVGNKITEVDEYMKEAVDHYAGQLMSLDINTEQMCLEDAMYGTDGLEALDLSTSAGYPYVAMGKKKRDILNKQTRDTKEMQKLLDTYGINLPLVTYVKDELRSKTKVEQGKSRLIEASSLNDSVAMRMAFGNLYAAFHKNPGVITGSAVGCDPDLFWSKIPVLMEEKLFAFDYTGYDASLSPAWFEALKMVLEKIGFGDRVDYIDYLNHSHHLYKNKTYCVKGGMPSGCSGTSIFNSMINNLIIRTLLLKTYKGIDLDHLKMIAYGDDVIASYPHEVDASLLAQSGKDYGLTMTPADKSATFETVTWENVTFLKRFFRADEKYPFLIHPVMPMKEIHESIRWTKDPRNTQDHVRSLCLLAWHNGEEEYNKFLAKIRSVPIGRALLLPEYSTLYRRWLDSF
# Polio RdRp inh FP z-score: also measured in Polio RdRp inh; calls as there; z-score; measured here: FP z-score; hits read low
# Starred values were filed as active, the others as inactive. Only part of the results is shown; the hit share may differ from the screen's.
SMILES,Polio RdRp inh,Polio RdRp inh FP z-score
[O-]/[N+](=C\c1ccccc1)C1CCCCC1/[N+]([O-])=C/c1ccccc1 (stereo unspecified),101,0.2
CN(c1ccccc1)c1nc(N)c2c(N)nc(SCC(=O)O)cc2c1C#N,115,1.7
CSc1nc2ccccc2c(=O)n1CCc1ccccc1,102,-0.3
Cc1ccccc1OCC(=O)Nc1sc2c(c1C(=O)NCc1ccco1)CCCC2,102,0.3
Cn1ccnc1SCC(=O)n1c2c(c3ccccc31)CCCC2,103,0.3
Cc1cc(C)c2nc3nc(C)cc(C)c3c(N)c2c1,90*,-2.4*
CNC1(C#N)CCC(C)CC1 (stereo unspecified),103,0.1
O=C(CSc1nnc(-c2cccnc2)o1)c1ccccc1,103,1
CCC(Sc1nc2ncccc2o1)C(=O)NC1CCCCC1 (stereo unspecified),103,1.4
CC(c1ccco1)N(C(=O)/C=C/c1cccs1)c1ccccn1 (stereo unspecified),101,-0.1
CC1CCC2(CC1)NC(=O)N(NC(=O)CN1c3cccc4cccc(c34)S1(=O)=O)C2=O (stereo unspecified),105,0.1
CCc1ccccc1NC(=O)CN(Cc1ccccc1)S(=O)(=O)c1ccc2nc(C)sc2c1,109,0.7
Cc1cnc(-c2oc3ccc(Br)cc3c(=O)c2C)cn1,104,0.2
CNCCC=C1c2ccccc2C=Cc2ccccc21,100,0
Cc1ccc(NC(=O)N2CCC3(CC2)Oc2ccccc2C(=O)N3Cc2ccc(F)cc2)cc1,110,0.6
CC(C)N1C(=O)CCC1C(=O)NCCc1ccccc1 (stereo unspecified),99,-0.6
O=C1/C(=C/c2ccc(Br)cc2)C=C(c2ccccc2)N1c1ccccc1O,116,4.2
CCOC(=O)c1cc2c(=O)n3ccccc3nc2n(Cc2ccco2)c1=NC(=O)c1cccc(Br)c1,110,1.2
CCOC(=O)c1c(NC(=O)CSc2cn(CCNC(=O)c3ccccc3F)c3ccccc23)sc2c1CCC2,102,-0.9
N#CC1C(=O)Nc2nc(N)[nH]c(=O)c2C1c1ccc(F)cc1 (stereo unspecified),101,-0.3
O=S(=O)(N=P(Nc1nccs1)(c1ccccc1)c1ccccc1)c1ccccc1,101,0.1
CC(=O)Nc1ccc(S(=O)(=O)C(C#N)c2nc3ccccc3nc2NCCCO)cc1 (stereo unspecified),103,-0.2
Oc1ccccc1N1CCN(c2nc(CN3CCOCC3)nc3sc4c(c23)CCCC4)CC1,104,0.2
O=C(NCC1CCCO1)C1CCCN(S(=O)(=O)c2ccc(Br)cc2)C1 (stereo unspecified),102,0.3
CCOC(=O)N1CCC(N2Cc3cccc(C(=O)O)c3C2=O)CC1,101,-0.4
Cc1ccc(NC(=O)OCC(F)(F)F)cc1Cl,97,-0.5
O=C(Nc1ccc2nc(SCC(=O)N3CCc4ccccc43)sc2c1)c1cccc(F)c1,101,-1.3
Cc1cccn2cc(-c3cccc(S(=O)(=O)N(C)C)c3)nc12,102,0.8
CCCc1cc(=O)oc2cc3occ(-c4ccccc4)c3cc12,102,0.2
O=c1ccc(=O)n(Cc2ccccc2)[nH]1,107,1.8
CCc1ccc(NC(=O)CN2CCN(Cc3ccccc3)S2(=O)=O)cc1,105,-0.2
Cc1ccccc1Nc1c(-c2ccncc2)nc2ccc(Cl)cn12,113,1.2
Cc1cc2n(n1)CCC(=O)N2Cc1ccc(C(=O)Nc2ccc(Br)c(C)c2)cc1,104,-0.8
Cc1ccc2oc(=O)n(CC(C)C)c2c1,100,-0.3
O=C(NCc1ccccc1)C1CCN(S(=O)(=O)Cc2ccccc2)CC1,107,0.1
C=CCn1c(SCc2nnc(-c3cccs3)o2)nc2scc(C3CC3)c2c1=O,104,0.2
CNC(=O)C1CCN(c2nnc(-n3c(C)ccc3C)s2)CC1,104,0.4
CCn1c(-c2ccc3c(c2)OCCO3)cnc1SCc1cc(=O)n2ccsc2n1,104,0.3
CC(C)c1ccc(NC(=O)CSc2ncnc(N)n2)cc1,100,-0.3
COc1ccc(Cn2c(=O)c3oc4ccccc4c3n(CC(=O)Nc3ccccc3)c2=O)cc1,102,0

# Part of the list above, with two lines to a compound:
# Values in the order: Polio RdRp inh, Polio RdRp inh FP z-score
CC(C)N1C(=O)CCC1C(=O)NCCc1ccccc1 (stereo unspecified)
 : 99, -0.6
O=C1/C(=C/c2ccc(Br)cc2)C=C(c2ccccc2)N1c1ccccc1O
 : 116, 4.2
CCOC(=O)c1cc2c(=O)n3ccccc3nc2n(Cc2ccco2)c1=NC(=O)c1cccc(Br)c1
 : 110, 1.2
CCOC(=O)c1c(NC(=O)CSc2cn(CCNC(=O)c3ccccc3F)c3ccccc23)sc2c1CCC2
 : 102, -0.9
N#CC1C(=O)Nc2nc(N)[nH]c(=O)c2C1c1ccc(F)cc1 (stereo unspecified)
 : 101, -0.3
O=S(=O)(N=P(Nc1nccs1)(c1ccccc1)c1ccccc1)c1ccccc1
 : 101, 0.1
CC(=O)Nc1ccc(S(=O)(=O)C(C#N)c2nc3ccccc3nc2NCCCO)cc1 (stereo unspecified)
 : 103, -0.2
Oc1ccccc1N1CCN(c2nc(CN3CCOCC3)nc3sc4c(c23)CCCC4)CC1
 : 104, 0.2
O=C(NCC1CCCO1)C1CCCN(S(=O)(=O)c2ccc(Br)cc2)C1 (stereo unspecified)
 : 102, 0.3
CCOC(=O)N1CCC(N2Cc3cccc(C(=O)O)c3C2=O)CC1
 : 101, -0.4
Cc1ccc(NC(=O)OCC(F)(F)F)cc1Cl
 : 97, -0.5
O=C(Nc1ccc2nc(SCC(=O)N3CCc4ccccc43)sc2c1)c1cccc(F)c1
 : 101, -1.3
Cc1cccn2cc(-c3cccc(S(=O)(=O)N(C)C)c3)nc12
 : 102, 0.8
CCCc1cc(=O)oc2cc3occ(-c4ccccc4)c3cc12
 : 102, 0.2
O=c1ccc(=O)n(Cc2ccccc2)[nH]1
 : 107, 1.8
CCc1ccc(NC(=O)CN2CCN(Cc3ccccc3)S2(=O)=O)cc1
 : 105, -0.2
Cc1ccccc1Nc1c(-c2ccncc2)nc2ccc(Cl)cn12
 : 113, 1.2
Cc1cc2n(n1)CCC(=O)N2Cc1ccc(C(=O)Nc2ccc(Br)c(C)c2)cc1
 : 104, -0.8
Cc1ccc2oc(=O)n(CC(C)C)c2c1
 : 100, -0.3
O=C(NCc1ccccc1)C1CCN(S(=O)(=O)Cc2ccccc2)CC1
 : 107, 0.1
C=CCn1c(SCc2nnc(-c3cccs3)o2)nc2scc(C3CC3)c2c1=O
 : 104, 0.2
CNC(=O)C1CCN(c2nnc(-n3c(C)ccc3C)s2)CC1
 : 104, 0.4

# Continuation:
SMILES,Polio RdRp inh,Polio RdRp inh FP z-score
CCOc1ccc(CN(C)C(=O)CNC(=O)c2ccc(Br)o2)cc1OC,113,0.6
COc1cc(OC)c(NC(=O)Cn2nc(C)c3c(C)n(-c4ccccc4)nc3c2=O)cc1Cl,102,0
COCCNC(=O)C(=O)Nc1ccc2nc3n(c(=O)c2c1)CCCCC3,109,0.5
O=C(Cn1c(=O)n2nc(-c3cccc(F)c3)nc2c2ccccc21)N1CCN(c2ccc(F)cc2)CC1,113,1.3
CCC(=O)c1ccc(Cl)c(Cl)c1,106,1.4
COc1ccc(C(=O)CSc2nc3c(cc2C#N)CCCC3)cc1,98,-0.6
CCOc1cccc(CC(=O)NCc2ccc3c(c2)CCN3C(=O)c2cccc(C)c2)c1OCC,99,-1.7
CC(C)(C)C1CCC(=NNC(=O)c2ccccc2O)CC1 (stereo unspecified),105,0.7
CCCCCCN1C=CC(=C2C(=O)c3ccccc3C2=O)C=C1,91,-3.5
CCC(CC)NC(=O)c1cc(=O)[nH]c2ccccc12,100,-0.6
O=C1c2ccccc2C2N1c1ccccc1S(=O)(=O)N2Cc1ccccc1 (stereo unspecified),103,-0.2
Nc1ncc(-c2cc3ccccc3oc2=O)s1,102,0.1
CCOC(=O)c1cc(-c2cccs2)nn1CCC#N,100,-0.3
COC(=O)c1cn(CC(=O)OCC(=O)Nc2ccc(F)cc2)c2ccccc12,103,0
CC(C)CN(CC(C)C)S(=O)(=O)N1CCC(C(=O)N2CCOCC2)CC1,100,-1.2
CC(O)CNC(=O)C1CC(=O)N(c2ccccc2)C1 (stereo unspecified),102,0.2
CCn1cc(C(C)(C)C)c(C#N)c1NC(C)=O,103,0.2
CCC1CCCCN1CCCNC(=O)c1cc2c(=O)n(CC)c3ccccc3c2s1 (stereo unspecified),103,-0.1
Cc1ccc2oc(=O)c3cc(C(=O)NCCN4CCN(Cc5ccccc5)CC4)sc3c2c1,100,-1
CCc1cc2c(COC(=O)c3ccccn3)cc(=O)oc2cc1O,100,-0.1
O=S(=O)(CCc1ccccc1)/N=C/c1cccs1,102,0.2
Cc1ccc2nc(-c3ccsc3)c(Nc3ccccc3C)n2c1,115,1.7
COc1ccccc1C(=O)COC(=O)CCC1CCCC1,102,0.3
O=C(/C=C/Sc1ccccn1)c1ccccc1,96,-0.9
CCCCNC(=O)CCn1c(=O)c2ccccc2n(Cc2cccc(Cl)c2)c1=O,107,0.4
COc1ccc(OC)c(CNC(=O)C2CCCN(S(=O)(=O)N3CC(C)CC(C)C3)C2)c1 (stereo unspecified),103,0.7
COc1ccc(-c2nc3scc(CCNC(=O)c4cc(OC)cc(OC)c4)n3n2)cc1,110,0.9
Cn1c(=O)c(=O)n(C)c2cc(NS(=O)(=O)c3ccc(Br)cc3)c(Cl)cc21,103,-0.6
CCOc1ccc(N2CC(c3nc4ccccc4n3CC(C)C)CC2=O)cc1 (stereo unspecified),112,1.2
CCOC(=O)/C(=N\Nc1ccccc1Cl)N(C)C1CCN(C)CC1,103,0.2
Cc1ccc(C(=O)OCc2cn3ccccc3n2)cc1,102,0.3
Cc1c(NC2CS(=O)(=O)CC2O)c(=O)n(-c2ccccc2)n1C (stereo unspecified),110,0.8
CC(=O)N1[C@@H](c2ccc(C)cc2)SC(C)(C)[C@@H]1C(=O)O,108,0.5
CC1Cc2ccccc2N1CC(=O)Nc1ccc(C#N)cc1 (stereo unspecified),104,0.1
c1ccc(SCCN2CCN(CCSc3ccccc3)CC2)cc1,98,-0.5
CNC(=S)Nc1cscc1S(=O)(=O)c1ccc(Cl)cc1,102,-0.6
CC1=CC(c2ccc(F)cc2)C(C(=O)O)(C(=O)n2nc(C)cc2C)CC1 (stereo unspecified),96,-0.6
O=C(CCC1N=C2c3ccccc3N=C(SCC(=O)Nc3ccccc3F)N2C1=O)NCc1ccco1 (stereo unspecified),108,-1.1
Cc1cc(Cl)ccc1NC(=O)CN1C(=O)COc2ccc(S(=O)(=O)N3CCC(C)CC3)cc21,107,-0.8
CC1(O)c2ccccc2C(=O)N1Cc1ccccc1 (stereo unspecified),100,-0.4
O=C(O)CCCOc1ccc2c(c1)OCO2,102,0.1
CC1CCN(S(=O)(=O)c2ccc(NC(=O)CSc3nnnn3C)cc2)CC1,103,0.5
COc1ccc(NC(=S)N(C(C)C)C2CCN(C(C)C)CC2)cc1Cl,102,0
COc1ccccc1N1CCN(C(=O)c2nc(S(=O)(=O)Cc3ccccc3)ncc2Cl)CC1,100,-1.1
CN1CC(=O)NC1=NC(=O)c1cc(F)c(F)cc1Cl,102,0.1
COc1ccc(Cl)cc1NCC(=O)Nc1ccc2c(c1)OCCO2,103,0
CC1CCCC(NC(=O)COC(=O)COc2ccccc2C#N)C1C (stereo unspecified),109,0.5
O=C(O)c1cc(=O)c2cc(Cl)ccc2o1,97,-0.4
CC(C)=NOC(=O)Nc1ccc(Cl)cc1,99,-0.2
COc1ccc(Cl)cc1NC(=O)c1ocnc1C,100,-0.3
OCCn1c2ccccc2c2cc(Cl)ccc21,102,1
O=C1CSc2ccc(C(=O)NCc3c(F)cc(F)cc3F)cc2N1,103,0.4
COc1cccc(CN(CCO)Cc2ccccc2)c1OC,100,-0.4
Cc1ccc2c(c1)C(=O)C(=O)N2Cc1ccc(OC(C)C)cc1,101,-1.1
COC(=O)c1ccccc1S(N)(=O)=O,103,0.3
O=C(O)/C=C/C(=O)NC1CC1,100,-0.6
O=C(O)c1cc(S(=O)(=O)NCCN2CCNC2=O)ccc1O,101,-0.4
CNCCCc1ccco1,103,0.5
COc1ccc(N2C(=O)CS(=O)(=O)C23C(=O)N(Cc2cccc(F)c2)c2ccccc23)cc1OC (stereo unspecified),100,-1.1
NCC1CCCN(CCc2ccccc2)C1 (stereo unspecified),103,0.5
# The list goes on.
SMILES,Polio RdRp inh,Polio RdRp inh FP z-score
CCCc1nnc(NC(=O)C2CC(=O)N(C3CCCC3)C2)s1 (stereo unspecified),99,-1.4
CC1=C(C(=O)NCCc2ccc(Cl)cc2)C2(CCCCC2)OC1=O,110,1
N#Cc1c(-c2c(O)[nH]c3ccccc23)c2c(-c3ccncc3)[nH]nc2oc1=N,99,-0.4
CC(C)C(C(=O)NC1CN2CCC1CC2)c1ccc(Cl)cc1 (stereo unspecified),98,-0.7
Cc1ccc2c(COC(=O)C3CSC4(C)CCC(=O)N34)cc(=O)oc2c1C (stereo unspecified),105,0.3
Cc1ccc(S(=O)(=O)NCC2OCCc3ccccc32)cc1 (stereo unspecified),101,0
CCC1CCCCN1C(=O)/C=C/c1ccc(C)cc1 (stereo unspecified),103,1
O=c1[nH]nc(N2CCN(c3nc(CSc4ccccc4)nc4sc5c(c34)CCC5)CC2)c(=O)[nH]1,103,0.2
CCc1cc(=O)oc2c3c(c(Cl)cc12)OCN(Cc1cccc(OC)c1)C3,101,-1.2
CCC1CCc2c(sc(NC(=O)C3c4ccccc4Oc4ccccc43)c2C(=O)OC)C1 (stereo unspecified),102,-0.8
CC(=O)Nc1ccc(CNCCc2nnc3ccccn23)cc1,91,-1.6
CN(CCO)C(=O)c1ccc2c(c1)C(=O)c1ccccc1-2,101,-0.1
COc1cccc(/C=C2\CN(C)C/C(=C\c3cccc(OC)c3)C2=O)c1,100,0.1
O=C(O)CNc1nc(-c2ccccc2)nc2ccccc12,107,0.5
CCOc1ccc(N(CC)C(=O)C2CCCN2S(=O)(=O)c2cccc3nsnc23)cc1 (stereo unspecified),100,-0.6
CCn1c(=O)cc(SCC(=O)NC(C)C)c2ccccc21,101,0.3
COC(=O)C(Cc1csc2ccc(Cl)cc12)NC(=O)c1ccc(C(F)(F)F)cc1 (stereo unspecified),102,-0.2
O=C(NCc1cccc(F)c1)c1ccc(-n2cnc3cccnc32)cc1,105,-0.4
O=C(c1cc(=O)[nH]c2ccccc12)N(Cc1ccco1)Cc1cccs1,109,-0.1
CSc1cccc(N2CC(C(=O)N3CCN(S(=O)(=O)Cc4ccccc4)CC3)CC2=O)c1 (stereo unspecified),101,-0.1
O=C(NCc1ccccc1)c1cccc(S(=O)(=O)N2CCN(c3ccccc3)CC2)c1,98,-0.6

# Screens (PubChem)
